Luc counter: Kinase-Glo luciferase inhibition (counter-screen) | Potency, µM (series often up to 38.3 µM), inactives show at the highest dose activity change, negative = inhibition, usual class: inhibitors | Q27757 | AID 1379 | Kinase-Glo luciferase, ATP luminescence, 8 min | actives 0.28% (n = 200,000); also: potency is read from the fitted curve at half-maximal effect; % is scaled to controls: 0 for no effect and ±100 for the full control effect; nearly all actives have a fitted effect of over 60% in size
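Light output from Kinase-Glo luciferase with luciferin and 10 uM ATP in 50 mM imidazole pH 7.2, KCl, MgCl2, Tween 20, BSA; compound pin-delivered, 8-min ambient incubation, then luminescence read.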
LMNA splice mod: modulators of lamin A splicing; HeLa LMNA splicing GFP/RFP minigene ratio, 48 h; Potency, µM (titrated, usually from 46.1 µM), for inactives: at the highest dose ratio change, negative = inhibition, hits mostly inhibitors; actives 0.01% (n = 200,000); active = well fitted inhibition curve with a large enough effect in the signal ratio, with a control signal flat, not every such curve was filed as active; inconclusive = small, poorly fitted or top-dose-only effect, or effect the other way, or a change in a side signal; the % refers to the signal ratio; also: potency is read from the fitted curve at half-maximal effect; % is scaled to controls: 0 for no effect and ±100 for the full control effect
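Read-out is the ratio of GFP to DsRed2 object intensity, acquired by 488 nm laser-scanning cytometry on HeLa lamin A-EGFP minigene reporter cells. Compound incubation 48 hrs at 37 °C in Opti-MEM with 2% FBS; DMSO 0.5% final.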
aGal spleen mod: inhibits or activates alpha-galactosidase in human spleen homogenate | P06280 | AID 2107 | Potency, µM (doses to about 80 µM), inactives show top-dose activity change, negative = inhibition, usual class: inhibitors | actives 0.008% (n = 240,000) | human spleen homogenate, 4MU-alpha-Gal fluorescence, 40 min;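 also: potency is read from the fitted curve at half-maximal effect; 0% = enzyme with vehicle and -100% = no enzyme basal signal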
Target sequence (P06280 32-429 limits assumed): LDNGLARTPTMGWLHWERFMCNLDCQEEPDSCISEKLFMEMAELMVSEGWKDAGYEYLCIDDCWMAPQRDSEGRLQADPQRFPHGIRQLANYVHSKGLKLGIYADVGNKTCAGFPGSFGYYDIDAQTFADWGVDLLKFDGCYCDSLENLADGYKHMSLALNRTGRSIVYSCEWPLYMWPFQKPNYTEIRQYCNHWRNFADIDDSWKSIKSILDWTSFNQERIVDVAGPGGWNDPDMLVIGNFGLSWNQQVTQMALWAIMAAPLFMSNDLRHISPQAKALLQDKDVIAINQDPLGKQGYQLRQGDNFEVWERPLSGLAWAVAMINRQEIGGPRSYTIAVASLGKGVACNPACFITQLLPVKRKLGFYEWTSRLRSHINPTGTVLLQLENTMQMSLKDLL
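Fluorogenic readout (Ex 365/Em 440 nm) of 4-methylumbelliferone released from 1 mM 4-MU-alpha-galactoside by spleen homogenate, 40 min at 37C, pH 5.0. Data normalized to no-enzyme and enzyme controls; Hill-equation AC50 from compound titrations.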
NPSR antag: neuropeptide S receptor (human) antagonism, cAMP; Q6W5P4; AID 1461; CHO-NPSR cells, cAMP TR-FRET, antagonist mode; Potency, µM (top dose mostly 38.3 µM), for inactives: at the highest dose activity change, negative = inhibition, usual class: inhibitors; actives 1% (n = 220,000); also: potency is read from the fitted curve at half-maximal effect; % is scaled to controls: 0 for no effect and ±100 for the full control effect; nearly all actives have a fitted effect of over 50% in size; many of its hits are not listed in these tables
Target sequence (Q6W5P4 whole entry, looked up): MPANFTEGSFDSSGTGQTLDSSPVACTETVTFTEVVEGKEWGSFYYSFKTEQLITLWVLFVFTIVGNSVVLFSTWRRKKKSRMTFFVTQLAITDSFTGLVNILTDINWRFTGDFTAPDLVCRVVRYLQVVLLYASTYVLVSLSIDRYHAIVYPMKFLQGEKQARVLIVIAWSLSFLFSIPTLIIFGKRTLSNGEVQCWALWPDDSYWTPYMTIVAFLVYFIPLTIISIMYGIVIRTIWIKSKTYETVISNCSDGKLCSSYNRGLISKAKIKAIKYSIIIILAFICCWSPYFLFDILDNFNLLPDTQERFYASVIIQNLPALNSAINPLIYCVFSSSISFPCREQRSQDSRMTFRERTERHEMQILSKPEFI
CBFb-RUNX1 inh: blocks binding between human CBF-beta and RUNX1; Q01196+Q13951; AID 1477; Potency, µM (titrated, usually from 59.8 µM), inactives show top-dose activity, negative = inhibition, hits mostly inhibitors; AlphaScreen CBFb-His/RUNX1-biotin binding, biochemical; 230,000 tested, under 10 active; also: % of control where 0% means no effect
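CBF-beta (His) and RUNX1 (biotin), 30 nM each; 20 min preassociation; + compound, 15 min; + beads 50 ng each (Ni, streptavidin), 90 min; RT; AlphaScreen read.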
IMPase Li inh: cell-permeable IMPase inhibitors with lithium potentiation; CHO-M1 cells, IP1 TR-FRET (IP-One), carbachol + lithium; Potency, µM (top dose mostly 59.4 µM), for inactives: at the top dose activity, negative = IMPase inhibition, hits mostly inhibitors; actives 0.35% (n = 210,000); AID 1457;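 also: IP1 builds up when IMPase is blocked and the TR-FRET signal falls; potency is read from the fitted curve at half-maximal effect; plate controls were basal vehicle for no effect and high inhibitor control for full effect; nearly all actives have a fitted effect of over 50% in size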
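IP1 accumulation measured by competitive TR-FRET in lysed CHO-M1 cells after 30 min compound exposure at 37C, with a small lithium addition to potentiate weak responses. Hill-equation AC50 from ratio and donor-channel data.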
Epigenetic reg: regulators of epigenetic silencing causing reporter derepression in mouse cells; actives 0.2% (n = 280,000); murine LDR cells, GFP reporter derepression, 30 h; Potency, µM (series often up to 53.9 µM), for the others: at the highest dose GFP activation, actives largely listed as activators; also: potency is read from the fitted curve at half-maximal effect; % of control where 0% means no effect; nearly all actives have a fitted effect of over 60% in size
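Reporter derepression read as number of fluorescent GFP-positive objects, 20-120 um in size, counted by laser-scanning cytometer. Mouse LDR line with an epigenetically silenced CMV-GFP locus; compound incubation 30 h, 37 C.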
* = called active by the depositor; ? = inconclusive; . = not tested or not shown; [ ] = remark or other dose. Unless noted, calls follow the shape of the dose curve; as a rule, active = well fitted curve in the direction sought with a large enough effect; inconclusive = small, poorly fitted or top-dose-only effect, or another doubt; inactive = no such curve, though single readings can be large; an effect the other way counts as inactive or inconclusive.

Each structure is followed by: Luc counter	IMPase Li inh	CBFb-RUNX1 inh	NPSR antag	Epigenetic reg	LMNA splice mod	aGal spleen mod
[1] COc1ccc(C(CC(=O)c2ccccc2)CC(=O)c2ccccc2)cc1OC
 : 6%	9%	2%	-51%	0.9%[10.1 µM]	1%[9.22 µM]	0%
[2] CC1CCN(C(=O)CSc2nc3[nH]ncc3c(=O)[nH]2)CC1
 : -3%	-3%	2%	22%	-1.0%	-4%	4%
[3] CC(=O)Nc1cccc(Oc2nc(-c3ccccn3)nc3ccccc23)c1
 : .	.	-2%	-8%	0.2%	.	1%
[4] N[C@H](C(=O)O)c1nn[nH]n1
 : 1%	5%	2%[21.7 µM]	.	-1.1%	.	-3%
[5] COc1ccc(-c2noc(C3CCCN(C(=O)c4ccccc4)C3)n2)cc1 (centres undefined)
 : .	.	7%	-5%	-1.8%	.	-6%
[6] CO/N=C(/CS(=O)(=O)c1ccc(C)cc1)c1ccc(OC)cc1
 : -5%	-2%[38.3 µM]	5%	-9%[46.1 µM]	4.0%	-3%	10%
[7] O=c1[nH]cc(C(F)(F)F)cc1NS(=O)(=O)c1ccccc1[N+](=O)[O-]
 : -1%	-6%	7%	-6%	6.1%	3%[9.22 µM]	-6%
[8] O=c1nc2ccccc2c(NS(=O)(=O)c2ccc(Cl)cc2)n1-c1ccccc1
 : -6%	5%[38.3 µM]	8%	13%[46.1 µM]	-2.7%	19%	10%
[9] COc1ccc(NC(=S)NNC(=O)c2ccccc2OC(F)F)cc1
 : -2%	34%[38.3 µM]	-1%	-13%[46.1 µM]	0.7%	-21%	-3%
[10] CC1(C)CC2(CCO1)C(Nc1ccccc1)=NC(=S)N2CC(N)=O (centres undefined)
 : .	.	19%	12%	1.1%	1%[46 µM]	-1%
[11] N#CC1=C(N)N2C(=C(C#N)C1c1ccccc1)Sc1ccccc12 (centres undefined)
 : -3%	9%[38.3 µM]	5%	-10%[46.1 µM]	?	-5%	-1%
[12] O=C(CSc1ncn(-c2ccccc2)n1)Nc1nccs1
 : -1%	36%[38.3 µM]	-6%	-3%[46.1 µM]	0.0%	5%	1%
[13] CC(C)CO/N=C1/C[C@@H](O)[C@@H](O)[C@@H]2[C@@H]3C(=O)N(Cc4ccc5c(c4)OCO5)C(=O)[C@H]3CC[C@@H]12
 : .	.	6%[13.1 µM]	.	2.3%[10.1 µM]	.	12%[17.5 µM]
[14] COc1ccc(Oc2ncc3ncc(=O)n(Cc4cccc(OC)c4)c3n2)cc1
 : 0%	-4%	.	.	.	.	0%
[15] CCCCNC(=O)CCCCCn1c(=O)[nH]c2cc(OC)c(OC)cc2c1=O
 : -3%	6%[38.3 µM]	5%	-21%[46.1 µM]	1.9%	10%	4%
[16] CN(C)Cc1nc2c([nH]1)c(=O)n(C)c(=O)n2C
 : -1%	2%[38.3 µM]	2%	-3%[46.1 µM]	0.0%	-4%	-13%
[17] Cc1ccnc(-n2c(CCN3C(=O)c4ccccc4C3=O)nc3ccccc3c2=O)c1
 : 0%	26%[38.3 µM]	9%	-15%[46.1 µM]	-2.1%	3%	5%
[18] CCOC(=O)Cc1[nH]nc2c1C(c1ccsc1)C(C#N)=C(N)O2 (centres undefined)
 : -4%	4%	-1%	-3%	0.0%	?	4%
[19] O=C(O)CC1c2ccccc2S(=O)(=O)N1Cc1ccccc1 (centres undefined)
 : .	.	5%	16%	-1.6%	.	5%
[20] Cc1ccc(S(=O)(=O)c2c(C)cc(-c3ccccc3)[nH]c2=O)cc1
 : -8%	-3%[38.3 µM]	0%	-8%[46.1 µM]	1.3%	12%	17%
[21] COc1ccccc1C(=O)COC(=O)c1ccccc1O
 : -1%	7%	5%	-6%	-3.6%	4%[46 µM]	3%
[22] COc1ccc(N(CC(=O)N/N=C/c2ccc3c(c2)OCO3)S(=O)(=O)c2ccc(NC(C)=O)cc2)cc1
 : 0%	-5%	-8%	-34%	-2.5%	?	1%
[23] CCC(=O)Nc1nc(C)cc(SCC(=O)OC)n1
 : 2%	24%[38.3 µM]	1%	1%[46.1 µM]	-1.0%	2%	11%
[24] COc1ccccc1N1CCN(C(=O)CSc2nc(N)cc(=O)[nH]2)CC1
 : -5%	14%[38.3 µM]	-2%	3%[46.1 µM]	-1.0%	13%	8%
[25] CCOc1cc(CNCc2cccs2)cc(Br)c1OC
 : 0%	-2%[38.3 µM]	6%	-20%[46.1 µM]	0.0%	1%	-6%
[26] C=CCNC(=O)CSc1ncc2c(n1)-c1c(csc1SC)CC2
 : .	.	17%	38%	1.0%	-10%[46 µM]	?
[27] O=C1CSC(c2cccnc2)N1c1cccc(Cl)c1 (centres undefined)
 : -2%	-6%	21%	4%	-1.0%	15%[46 µM]	-1%
[28] O=C(COc1ccccc1)N1CCN=C1c1ccccc1
 : 1%	-5%[38.3 µM]	4%	-3%[46.1 µM]	0.0%	13%	-3%
[29] O=C(Nc1nnc(COc2ccc(Cl)cc2)s1)c1cccs1
 : 1%	-3%	10%	-12%[46.1 µM]	0.0%	-3%	-2%
[30] CCc1nnc(NC(=O)c2cc(-c3ccncc3)nc3ccccc23)s1
 : .	.	-2%	28%	0.0%	.	8%

Shown with one line to a screen: entries from further up
11. N#CC1=C(N)N2C(=C(C#N)C1c1ccccc1)Sc1ccccc12 (centres undefined)
28. O=C(COc1ccccc1)N1CCN=C1c1ccccc1
6. CO/N=C(/CS(=O)(=O)c1ccc(C)cc1)c1ccc(OC)cc1
13. CC(C)CO/N=C1/C[C@@H](O)[C@@H](O)[C@@H]2[C@@H]3C(=O)N(Cc4ccc5c(c4)OCO5)C(=O)[C@H]3CC[C@@H]12

| screen / no. | 11 | 28 | 6 | 13 |
| --- | --- | --- | --- | --- |
| Luc counter | -3% | 1% | -5% | . |
| IMPase Li inh | 9%[38.3 µM] | -5%[38.3 µM] | -2%[38.3 µM] | . |
| CBFb-RUNX1 inh | 5% | 4% | 5% | 6%[13.1 µM] |
| NPSR antag | -10%[46.1 µM] | -3%[46.1 µM] | -9%[46.1 µM] | . |
| Epigenetic reg | ? | 0.0% | 4.0% | 2.3%[10.1 µM] |
| LMNA splice mod | -5% | 13% | -3% | . |
| aGal spleen mod | -1% | -3% | 10% | 12%[17.5 µM] |

The listing continues:
Each structure is followed by: Luc counter	IMPase Li inh	CBFb-RUNX1 inh	NPSR antag	Epigenetic reg	LMNA splice mod	aGal spleen mod
[31] O=C(NCCC1=CCCCC1)C(=O)NCc1ccccc1
 : -3%	-7%	-5%	20%	2.1%	-4%	5%
[32] c1ccc(OCCSc2nnnn2-c2ccccc2)cc1
 : -4%	1%[38.3 µM]	?	-20%[46.1 µM]	5.3%	3%	-4%
[33] Cc1ccc(NCC(=O)N/N=C/c2ccc(C(=O)O)cc2)cc1
 : .	.	7%	15%	1.3%	.	12%
[34] CCn1nnnc1-c1ccc(OC)c(S(=O)(=O)Nc2ccc(C(=O)OC)cc2)c1
 : 5%	20%[38.3 µM]	-2%	-12%[46.1 µM]	-1.0%	-6%	-16%
[35] Cc1ccc(CNc2ccc3nnc(-c4ccccc4)n3n2)cc1
 : 3%	4%	-2%[2.36 µM]	-2%	-3.0%	12%	5%
[36] O=C(Nc1ccc(F)cc1)c1nn(-c2ccccc2)c(=O)cc1Cl
 : 3%	12%	-5%	-55%	5.1%	?	5%
[37] c1coc(-c2nc(-c3ccco3)c(-c3ccco3)nc2-c2ccco2)c1
 : -1%	-7%[38.3 µM]	.	-30%[46.1 µM]	0.0%	?	-9%
[38] COc1ccc(OCCCn2cccc2/C=C2/C(=N)N3OC(C)=CC3=NC2=O)cc1
 : .	11%	-17%	-25%	-0.2%	.	-3%
[39] Cc1cc(C)n2nc(-c3cnn(C)c3C(F)(F)F)c(Cl)c2n1
 : -2%	-2%[38.3 µM]	9%	-7%[46.1 µM]	-1.1%	-11%	-1%
[40] Cn1c(NNC(=O)c2cccc3ccccc23)cc(=O)n(C)c1=O
 : .	-2%	7%	7%	-0.2%	.	-4%
[41] CCN(CC)S(=O)(=O)c1cc(C(=O)c2nccn2C)ccc1Cl
 : 0%	9%	3%	4%	-0.6%	-20%[46 µM]	2%
[42] CCC1(C)Cc2c(sc3nn[nH]c(=O)c23)CO1 (centres undefined)
 : -3%	17%[38.3 µM]	0%	-8%[46.1 µM]	2.7%	6%	-7%
[43] Cc1cccc(NS(=O)(=O)c2cc(C(=O)OC(C)C(=O)NCc3ccc4c(c3)OCO4)ccc2C)c1 (centres undefined)
 : 1%	19%	1%	-6%	5.3%	?	-1%
[44] CCCCN(C)C(=O)c1cn(CC)c2ccc(S(=O)(=O)N(C)C)cc2c1=O
 : -4%	-2%[38.3 µM]	2%	2%[46.1 µM]	-2.7%	6%	-5%
[45] COc1cc(NC(=S)NCCC(c2ccccc2)c2ccccc2)cc(OC)c1
 : 0%	5%	?	-31%	0.0%	?	-8%
[46] O=C(CN1C(=O)COc2ccc(S(=O)(=O)N3CCOCC3)cc21)NCc1ccco1
 : .	.	5%	10%	0.0%	.	-6%
[47] CCn1c(Cc2ccc(OC)cc2)nnc1SCC(=O)Nc1nc2ccccc2s1
 : -1%	2%[38.3 µM]	6%	-22%[46.1 µM]	-2.1%	0%	-1%
[48] COc1ccc(OC)c(-c2cc(C(=O)Nc3sc4c(c3C#N)CCC(C)C4)c3ccccc3n2)c1 (centres undefined)
 : 1%	-5%[38.3 µM]	-2%	0%[46.1 µM]	0.0%	8%	-3%
[49] Cc1ccc(-n2c(SCC(=O)N3CCOCC3)nnc2-c2ccncc2)cc1
 : 0%	1%[38.3 µM]	10%	-7%[46.1 µM]	1.3%	-12%	-3%
[50] Cc1ccc(-n2c(C)cn(C(=O)c3ccccc3)c2=S)cc1
 : -2%	17%	8%	0%[46.1 µM]	-2.0%	-7%	0%
[51] CCN1CCN(c2ccc(NC(=O)c3ccc(F)cc3)cc2Cl)CC1
 : -3%	21%	-1%	10%	0.1%	-1%[46 µM]	-4%
[52] COc1cc(/C=C(\C#N)c2nn(CCO)c(N)c2C#N)cc(OC)c1OC
 : 1%	-2%	1%	12%	-1.1%	?	5%

Reprinted: entries 50–52
Each structure is followed by: Luc counter	IMPase Li inh	CBFb-RUNX1 inh	NPSR antag	Epigenetic reg	LMNA splice mod	aGal spleen mod
[50] Cc1ccc(-n2c(C)cn(C(=O)c3ccccc3)c2=S)cc1
 : -2%	17%	8%	0%[46.1 µM]	-2.0%	-7%	0%
[51] CCN1CCN(c2ccc(NC(=O)c3ccc(F)cc3)cc2Cl)CC1
 : -3%	21%	-1%	10%	0.1%	-1%[46 µM]	-4%
[52] COc1cc(/C=C(\C#N)c2nn(CCO)c(N)c2C#N)cc(OC)c1OC
 : 1%	-2%	1%	12%	-1.1%	?	5%

High-throughput results (PubChem BioAssay)

This is a subset; rates above refer to the full screens.
